High-throughput results as filed in PubChem BioAssay.
MsrA inh = inhibitors of bovine MsrA | 0.75% of 360,000 active | inhibition, % at 15.5 µM | purified bovine MsrA, absorbance read-out; in the data active = inhibition above about 4.5%;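 note: 0% = vehicle wells with enzyme and 100% = reference inhibitor wells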
FAS TE block = blocks the thioesterase domain of human fatty acid synthase; inhibition, % at 15 µM; recombinant FAS-TE, OMFH fluorogenic substrate, fluorescence endpoint; 0.67% of 360,000 active;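 active = compounds whose normalised, plate-corrected inhibition of enzyme fluorescence in the single-dose primary screen is 50% or more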;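 note: 0% = DMSO with enzyme and 100% = substrate without enzyme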
PABP1 MLLE inh = blocks PAM2 peptide binding to the PABP1 MLLE domain | P11940 | GST-MLLE / FITC-PAM2 fluorescence polarization | inhibition, % at 20 µM | 0.36% of 360,000 active; in the data active = inhibition above about 35%, passing the limit was not always enough;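 note: plate controls were DMSO wells with GST-MLLE for no effect and wells lacking GST-MLLE protein for full effect; some results filed as inactive read as strong as hits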
SKN-1 block = blocks SKN-1 activity in C. elegans | C. elegans VP596 Pgst-4::GFP/RFP ratio, acrylamide-induced, 24 h | inhibition, % at 21.8 µM | 0.49% of 360,000 active;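 active = interference check ratio from 0.5 to 1.5 plus GFP to RFP signal ratio inhibition reaching or exceeding a fixed threshold, cut at about 30% in these data, passing the limit was not always enough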; note: some compounds called inactive have numbers as strong as hits
NRP1-CendR mod = alters CendR peptide binding to human NRP-1. O14786. FAM-RPARPAR peptide binding to NRP-1, fluorescence polarization. inhibition, % at 25 µM. 0.85% of 360,000 active. AID 602438;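 active = inhibition or corrected inhibition above about 18%, plus a signal ratio from 0.5 to 1.5, limit read from the data, passing the limit was not always enough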; note: strong numbers were not always called active
eLon inh = E. coli protease La inhibition; AID 602123; inhibition, % at 7.94 µM; P0A9M0; 0.42% of 360,000 active; purified E. coli Lon protease, fluorescence polarization; in the data active = inhibition above about 13%, passing the limit was not always enough;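 note: 0% = enzyme with probe and DMSO and 100% = no enzyme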
Target sequence (P0A9M0 whole entry, looked up): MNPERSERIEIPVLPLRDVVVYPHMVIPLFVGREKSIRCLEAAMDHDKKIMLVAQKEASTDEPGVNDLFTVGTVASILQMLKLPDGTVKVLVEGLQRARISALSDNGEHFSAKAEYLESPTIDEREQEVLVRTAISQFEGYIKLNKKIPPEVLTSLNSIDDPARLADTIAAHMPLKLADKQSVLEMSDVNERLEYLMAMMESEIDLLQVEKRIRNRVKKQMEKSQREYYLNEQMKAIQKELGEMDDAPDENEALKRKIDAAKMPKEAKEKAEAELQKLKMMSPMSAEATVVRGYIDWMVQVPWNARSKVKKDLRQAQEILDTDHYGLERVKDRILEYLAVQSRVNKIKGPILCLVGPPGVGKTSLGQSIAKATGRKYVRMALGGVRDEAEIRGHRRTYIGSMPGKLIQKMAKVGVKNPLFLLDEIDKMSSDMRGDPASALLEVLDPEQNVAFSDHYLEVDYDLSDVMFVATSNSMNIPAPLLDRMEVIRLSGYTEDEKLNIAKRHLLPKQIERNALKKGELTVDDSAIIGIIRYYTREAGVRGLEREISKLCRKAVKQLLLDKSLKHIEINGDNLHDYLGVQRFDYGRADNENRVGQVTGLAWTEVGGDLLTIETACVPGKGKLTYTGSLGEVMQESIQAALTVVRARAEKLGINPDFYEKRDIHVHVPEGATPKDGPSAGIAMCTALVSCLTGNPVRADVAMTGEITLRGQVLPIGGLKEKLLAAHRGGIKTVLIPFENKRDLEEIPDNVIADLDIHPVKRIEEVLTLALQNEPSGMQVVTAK
MsrA act = activates bovine MsrA enzyme. purified bovine MsrA, absorbance read-out. 0.3% of 360,000 active. activation, % at 10.6 µM; in the data active = activation above about 7.5%;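 note: 0% = vehicle and 100% = reference activator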
TbMetRS inhib = Trypanosoma brucei MetRS inhibition | purified T. brucei MetRS, ATP depletion, Kinase-Glo luminescence | inhibition, % at 11.9 µM | 0.4% of 360,000 active;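 active = inhibition above a per-plate cutoff of the control wells' mean inhibition plus 3 SD, cut at about 5.5% in these data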;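 note: 0% = DMSO wells median and 100% = median of wells with control inhibitor compound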
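Dosing: 11.9 µM compound single dose, 0.9% DMSO; Assay system: purified T. brucei MetRS enzyme; Measured by: Kinase-Glo luciferase luminescence reporting remaining unconsumed ATP; Schedule: 15 min plus 2 h at 25 °C.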
MT1-MMP act inh = inhibitors of human MT1-MMP activation | 0.061% of 360,000 active | HT1080 RFP-PRO-GFP cells, GFP/RFP ratio fluorescence, overnight; percent of plate control window, DMSO zero | P50281 | GFP/RFP ratio change, % at 20 µM;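 active = GFP/RFP ratio change of at least 30% with cell ATP level not reduced by more than half and red fluorescence within 50% of control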; note: strong numbers were not always called active
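Assay system: HT1080 cells carrying an RFP-PRO-GFP reporter | Dosing: Single dose of 20 µM compound, 1% DMSO final | Incubation: Cells overnight before dosing, compound overnight, 37 °C, 5% CO2 | Evaluation: GFP/RFP fluorescence ratio | Control set: DMSO and RFP-L50D-GFP cell wells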
* marks the source's active call; other numbers are inactive results; / = not tested or not shown.

SMILES	MsrA inh	FAS TE block	PABP1 MLLE inh	SKN-1 block	NRP1-CendR mod	eLon inh	MsrA act	TbMetRS inhib	MT1-MMP act inh
O=C(c1ccc(Cl)c([N+](=O)[O-])c1)N(Cc1ccco1)C1CCS(=O)(=O)C1 (stereo not given)	-0.1	0	11	-4	0	2	-5	-0.5	-1
COc1ccc(S(=O)(=O)N2CCCCC2)cc1NC(=O)c1ccccc1	-1.0	-6	12	-1	2	-5	0	-0.3	4
CC(Nc1nc2ccccc2n2cnnc12)c1ccccc1 (stereo not given)	12*	-3	7	-2	6	-26	-9	-0.4	1
CCc1ccc(NC(=O)C2=CC(c3ccc(OC)cc3)=NS(=O)(=O)N2C)cc1	3.6	30	-8	6	9	7	-2	0.5	5
CCOc1ccccc1-n1c(COc2ccccc2)nnc1SCC(N)=O	0.5	-10	10	11	-2	3	-2	-1.0	1
COc1cc(OC)c(N(C)S(=O)(=O)c2cccc(C(=O)OCC(=O)N(C)Cc3ccccc3)c2)cc1Cl	-0.8	43	8	2	4	-9	-2	-0.1	-1
COc1ccccc1CNC(=O)C/C(C)=N/NC(=O)COc1ccc(C)cc1Br	0.3	-12	6	-2	-4	-6	-3	-0.9	3
Cc1ccc(NC(=O)C2CCN(c3cnccn3)CC2)cc1C	0.3	25	0	-3	-2	-3	-2	-1.0	1
N#CC(=NCc1cccnc1)C1=C(O)c2ccccc2C1=O	2.6	2	15	-3	-4	4	-9	-1.0	1
COc1cc(NS(C)(=O)=O)cc(OC)c1OC	0.3	-5	6	-2	18	-1	-5	-0.9	-1
COc1ccc(Nc2nc(N3CCN(C)CC3)nc3ccccc23)c(OC)c1	0.1	-2	7	-7	10	-5	-4	0.1	-9
CCOC(=O)N1CCC(c2cc(=O)n3[nH]c(C)c(-c4ccc(F)cc4)c3n2)CC1	1.4	7	5	-3	-11	-11	-1	-0.4	6
Cc1ccc(C(=O)NCC(=O)N2CCCN(C)CC2)cc1C	0.2	-8	8	5	2	10	-3	0.1	3
CC(=O)c1ccc(NS(=O)(=O)c2cccc3cccnc23)cc1	2.2	-11	7	0	-5	-10	-2	-0.1	3
COc1cc(C2NC(=O)CCC2[N+](=O)[O-])cc(OC)c1OC (stereo not given)	0.7	-8	0	1	-10	-1	-2	0.4	6
CCOC(=O)C1CCN(C(=O)c2cccc(S(=O)(=O)N3c4ccccc4CC3C)c2)CC1 (stereo not given)	0.2	3	9	11	0	-7	-1	-0.1	-1
O=C(Cc1ccc(S(=O)(=O)N2CCOCC2)s1)N1CCN(S(=O)(=O)c2ccccc2F)CC1	0.2	41	-2	10	-1	0	-4	-0.3	-2
COc1cc(C2C(C#N)=C(N)N(N(C)C)C3=C2C(=O)CC(C)(C)C3)cc(OC)c1OC (stereo not given)	1.2	-4	7	9	7	-1	0	0.0	1
NCCOc1ccccc1OCCN	1.4	-5	5	0	8	6	-5	-0.7	-1
O=C(NCC(=O)N(c1ccc(Cl)cc1)C(C(=O)NC1CCCC1)c1ccncc1)c1ccco1 (stereo not given)	-1.3	-3	0	4	-4	5	-1	-0.2	-6
CN(C)S(=O)(=O)c1ccc(C(=O)Nc2ccccc2OC(F)(F)C(F)F)cc1	/	7	2	-7	7	-1	-10	-1.2	11
COC(=O)C(Cc1ccccc1)NC(=O)c1cc(=O)[nH]c2ccccc12 (stereo not given)	2.2	-7	11	-2	0	0	-10	-0.9	9
COC(=O)c1cn(C(=O)c2ccc(C)c(C)c2)c2ccccc12	0.0	32	10	2	4	-15	-1	-0.8	-1
O=C(NCCCc1ccccc1)C(=O)NCC1OCCN1S(=O)(=O)c1ccc(F)cc1 (stereo not given)	1.5	2	1	-5	4	-9	-4	-0.3	4
CCN(CC(N)=O)S(=O)(=O)c1ccc(F)cc1	1.8	-1	-3	4	10	-5	-2	0.0	-9
COc1ccc(C(c2nnnn2C2CCCC2)N2CCN(c3ccccc3)CC2)cc1 (stereo not given)	-1.0	31	-4	29	7	-2	-2	-0.3	2
CCOC(=O)c1cc2c(OC)c(OC)ccc2c2[nH]cc(C#N)c(=O)c12	0.1	3	-12	17	-7	6	-5	0.1	3
O=C(c1cc(S(=O)(=O)N2CCCCC2)ccc1F)N1CCCCC1	/	-8	3	-10	0	-4	-7	-0.4	-5
Cc1cc(O)cc2c1O[C@@](C)(CCC[C@@H](C)CCC[C@@H](C)CCCC(C)C)CC2	-0.6	11	9	6	-4	-2	-1	-0.1	8
CCCn1c(=N)n(CC(O)c2ccco2)c2ccccc21 (stereo not given)	-0.1	-10	27	57	1	-6	-2	-0.3	-13
COc1ccccc1N1CC(C(=O)Nc2ccc(S(=O)(=O)N3CCCC3)cc2)CC1=O (stereo not given)	-0.4	-2	6	3	13	-3	-2	-0.3	5
Cc1cccc(N2CCN(C(=O)CC(NC(=O)c3ccccc3Cl)c3ccccc3)CC2)c1C (stereo not given)	-1.0	34	-6	18	0	1	-3	0.1	5
COc1cc(/C=N/NC(=O)c2cccc(S(=O)(=O)N3CCCC3)c2)ccc1O	3.5	-4	0	-1	-6	-14	-3	-0.5	4
CC1(C)CC(=O)C(CC2=C(O)CC(C)(C)CC2=O)=C(O)C1	-0.3	-7	16	12	-4	3	-1	-0.1	-1
Cc1cc(C)c2c(n1)nn1c(C)c(CCC(=O)NCc3ccco3)c(C)nc21	2.5	-4	13	2	-6	4	-2	-0.6	4
N#Cc1c(C(F)(F)F)cc(-c2ccc(Cl)c(Cl)c2)nc1SCCN1CCOCC1	/	20	4	-11	53	2	-11	-1.2	-49
CN(C)/C=C(\C(=O)c1ccc(Cl)cc1)c1nnnn1-c1ccc(Cl)cc1	2.5	-3	6	-10	-15	-9	-10	-1.1	4
COc1ccc(-c2cn(CCC(=O)NCc3ccc(C)cc3)c(CCN)n2)cc1	0.4	-7	8	-3	-1	5	-3	-0.2	1
CN(C)CCNC(=O)c1onc(CSc2ccc(F)cc2)c1C(=O)NCCN(C)C	0.1	-7	1	-4	8	4	0	-0.3	9
COc1ccc(S(=O)(=O)N(CC(=O)N/N=C/c2cccs2)c2ccc(C)cc2)cc1OC	1.0	15	6	0	12	7	-2	0.7	-3
Cn1ncc(Br)c1C(=O)NC1CCCCCC1	0.6	-6	-2	15	1	-14	-2	-0.2	0
CCn1nnc2cc(C(=O)N3CCC(C(=O)OC)CC3)ccc21	0.8	-5	-7	5	-1	7	-2	-0.3	2
Cn1ccnc1C1CCCCN1C(=O)c1cc(COc2ccc(F)cc2F)on1 (stereo not given)	1.7	-11	2	-8	4	3	-4	-0.3	-5
CC(=O)Nc1nc(C)c(Cc2ccccc2)c(=O)[nH]1	0.3	-3	0	3	7	0	-7	-1.2	3
O=C(c1ccc(CS(=O)Cc2cccc(Cl)c2)o1)N1CCN(c2ccc(F)cc2)CC1 (stereo not given)	-1.3	1	-4	6	11	-14	-1	-0.1	-1

Overlap with the part before: three compounds; new compounds follow.
SMILES	MsrA inh	FAS TE block	PABP1 MLLE inh	SKN-1 block	NRP1-CendR mod	eLon inh	MsrA act	TbMetRS inhib	MT1-MMP act inh
Cn1ccnc1C1CCCCN1C(=O)c1cc(COc2ccc(F)cc2F)on1 (stereo not given)	1.7	-11	2	-8	4	3	-4	-0.3	-5
CC(=O)Nc1nc(C)c(Cc2ccccc2)c(=O)[nH]1	0.3	-3	0	3	7	0	-7	-1.2	3
O=C(c1ccc(CS(=O)Cc2cccc(Cl)c2)o1)N1CCN(c2ccc(F)cc2)CC1 (stereo not given)	-1.3	1	-4	6	11	-14	-1	-0.1	-1
Cc1ccc(N2CC(C(=O)Nc3nnc(SCc4cccnc4)s3)CC2=O)cc1 (stereo not given)	-0.1	-3	-72	-4	-6	-12	-1	-0.1	4
CCOc1ccc(Br)cc1C(=O)N/N=C/c1ccc([N+](=O)[O-])cc1	0.6	4	0	-1	5	0	-2	-0.1	4
Cc1ccc(S(=O)(=O)N/N=C\c2cn(-c3ccccc3)nc2-c2ccccc2)cc1	4.5	36	-9	-1	4	7	-7	-0.6	2
COc1ccc(NC(=O)CN(C)C(=O)CCC2CCCC2)cc1	-0.1	-1	-6	4	18	1	-5	-0.2	-2
c1ccc(-c2ccc(-c3ccccn3)s2)nc1	2.6	-2	5	24	-9	5	-3	-0.4	1
O=C(NCc1ccon1)C1CCC(=O)N(Cc2cccc(C(F)(F)F)c2)C1 (stereo not given)	-0.4	-4	-3	27	6	-2	-1	-0.6	-3
CN1CCN(C(=O)c2cc3c(c(-c4cccc(-c5cccnc5)c4)n2)[C@@H](CCO)N(C(=O)CC2CC2)C3)CC1	0.2	-6	/	6	-1	-5	-4	-0.7	-5
CCC1CCC2(CC1)NC(=O)N(CC(=O)NCc1ccc(Cl)cc1)C2=O (stereo not given)	1.1	6	-13	-1	0	5	-3	-0.2	2
O=C(NC(=S)NCc1ccccc1)C1CC1	-1.2	-1	12	-3	-4	-6	-4	0.2	4
Cc1ccc(CSCC(=O)N2CCCC2)cc1	-0.5	-10	-1	10	-1	-5	-2	-0.4	-1
COc1ccc(C2CC(=O)Nc3ccccc3S2(=O)=O)cc1OC (stereo not given)	-0.1	-4	-1	-3	3	-6	-1	-0.7	0
Cc1ccc(/C=N/NC(=O)c2cccs2)s1	6.7*	-10	14	12	10	1	-6	-0.7	0
COc1ccccc1NC(=O)Cn1c([N+](=O)[O-])cnc1C	1.9	1	-1	-1	-4	-5	-4	-0.7	2
O=C(CN1CCSCC1)N/N=C/c1ccc(F)c(F)c1	-1.4	-3	-4	1	-3	27*	0	-0.2	3
CCOC(=O)CCn1nc(-c2ccccc2)cc1N	1.7	-9	-9	-8	22	-5	-4	-0.7	4

Rewritten comma-delimited: entries from further up.
Compound,MsrA inh,FAS TE block,PABP1 MLLE inh,SKN-1 block,NRP1-CendR mod,eLon inh,MsrA act,TbMetRS inhib,MT1-MMP act inh
COc1ccc(C2CC(=O)Nc3ccccc3S2(=O)=O)cc1OC (stereo not given),-0.1,-4,-1,-3,3,-6,-1,-0.7,0
Cc1ccc(/C=N/NC(=O)c2cccs2)s1,6.7*,-10,14,12,10,1,-6,-0.7,0

Continuation.
SMILES	MsrA inh	FAS TE block	PABP1 MLLE inh	SKN-1 block	NRP1-CendR mod	eLon inh	MsrA act	TbMetRS inhib	MT1-MMP act inh
CC(C)C(NC(=O)c1ccccc1)C(=O)N/N=C\c1ccco1 (stereo not given)	0.2	-7	1	-5	-5	-8	0	-0.5	3
COc1ccc(CCNC(=O)CCC(=O)n2ncc3cc(C)ccc32)cc1OC	0.6	-2	-3	-10	4	-4	-1	0.9	0
O=C1C(=NO)C(c2ccccc2)Oc2ccccc21 (stereo not given)	0.8	-141	10	2	-4	0	-4	-0.2	-1
CC1CCCCC1NC(=O)CCS(=O)(=O)c1ccc2c(c1)NC(=O)CO2 (stereo not given)	0.3	-6	4	1	-4	0	-2	0.0	4
Nc1ccc2nc(CCCCc3nc4ccccc4[nH]3)[nH]c2c1	-0.1	-4	-33	2	15	-17	-1	9.3*	7
O=[N+]([O-])c1cccc(C2Nc3cccc4cccc(c34)N2)c1	0.8	37	16	10	20	-5	-4	0.0	0
O=C(Nc1cccnc1)c1cc(-c2ccccc2O)on1	0.6	-4	9	-7	-13	-9	-4	-0.4	-4
O=C(CSc1ncnc2c1cnn2-c1ccccc1)NC1CCS(=O)(=O)C1 (stereo not given)	0.0	64*	-1	5	-8	-8	-2	-0.1	0
O/N=C/c1ccc(OCc2ccccc2)c(Br)c1	-0.4	-1	8	9	4	-4	-2	1.1	0
